# V1R ag counter – agonists of human V1a receptor, primary screen, counter-screen for OXTR agonist project, fluorescence, CHO-V1R cells | Vasopressin V1a receptor (Homo sapiens), P37288 | Fluo-8 calcium fluorescence, agonist mode; 0% DMSO, 100% 3 nM vasopressin | activation, % at 3 µM | 320,000 compounds, 0.25% hits;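 active means activation above the mean activation of all tested compounds plus 3 SD, per screening run, cut at about 20% in these data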;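 further: signal is peak over basal fluorescence ratio across a 100 second FLIPR read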
# GPR7 antag – GPR7 receptor antagonists, primary screen, cell-based, fluorescence, single concentration; 290,000 compounds, 1.1% hits; Neuropeptides B/W receptor type 1 (Homo sapiens), P48145; GPR7-expressing cells, fluorescence antagonist assay; inhibition, % at 4.4 µM; AID 1861, 2009; in the data active means inhibition above about 16%, passing the limit was not always enough;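 further: cells stimulated with the agonist NPW; 0% = agonist with vehicle and 100% = vehicle without agonist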
# Target sequence (P48145 whole entry, looked up): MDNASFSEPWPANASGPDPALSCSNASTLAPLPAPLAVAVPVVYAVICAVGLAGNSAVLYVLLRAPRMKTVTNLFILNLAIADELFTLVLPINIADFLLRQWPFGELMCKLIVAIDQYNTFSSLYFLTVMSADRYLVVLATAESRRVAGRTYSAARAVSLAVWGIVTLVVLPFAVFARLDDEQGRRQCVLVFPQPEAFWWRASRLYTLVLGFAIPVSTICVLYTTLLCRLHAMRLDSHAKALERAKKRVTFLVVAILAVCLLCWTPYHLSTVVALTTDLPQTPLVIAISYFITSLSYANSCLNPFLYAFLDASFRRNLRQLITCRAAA
# MEKK2 mut-MEK5 – MEK5 binding signal on mutant MEKK2 PB1, primary screen, biochemical, multiplex bead flow cytometry, Alexa488-MEK5; Alexa488-MEK5 binding to MEKK2 mutant; percent response, % at 10 µM; 290,000 compounds, 0.35% hits; AID 1530, 2009; in the data active means percent response above about 24%, passing the limit was not always enough; further: inactives centre near 1; some results filed as inactive read as strong as hits
# MEKK2wt PB1 HTS – modulators of MEK5 binding to wildtype MEKK2, primary screen, biochemical, multiplex bead flow cytometry, Alexa488-MEK5; Alexa488-MEK5 binding to MEKK2 WT; actives lie on both sides; binding response (% of control), % at 10 µM; 290,000 compounds, 1.1% hits; AID 1531, 2009; in the data active means binding response below about 67% or above about 130%
# NALP1 inh – NALP1 inflammasome inhibitors in reconstituted yeast, colorimetric, S. cerevisiae, triplicate retest | AID 2071, 2009 | S. cerevisiae NALP1/ASC/caspase-1 growth, X-gal OD620, 72 h | inhibition, % at 10 µM | 280,000 compounds, 0.61% hits; in the data active means inhibition mostly above about 24%, no sharp cut-off; inactive means mostly below about 32%; further: some compounds called inactive have numbers as strong as hits
# GalR3 antagonist – GalR3 antagonists in HEK293 cells, primary screen, cell-based, fluorescence readout. HEK293 GalR3-CNG cAMP membrane potential fluorescence; galR3 body fused to GalR1 C-terminus. Galanin receptor type 3 (Homo sapiens), O60755. 360,000 compounds, 0.44% hits. inhibition, % at 3 µM. AID 651719, 2012;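 active means inhibition above the screen-wide average plus 3 SD, cut at about 13% in these data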;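 further: forskolin and galanin both at EC90 stimulate the cells; cAMP rise reported by CNG channel membrane potential dye signal; 0% = forskolin plus galanin with DMSO and 100% = forskolin alone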
# Target sequence (O60755 1-299 limits assumed): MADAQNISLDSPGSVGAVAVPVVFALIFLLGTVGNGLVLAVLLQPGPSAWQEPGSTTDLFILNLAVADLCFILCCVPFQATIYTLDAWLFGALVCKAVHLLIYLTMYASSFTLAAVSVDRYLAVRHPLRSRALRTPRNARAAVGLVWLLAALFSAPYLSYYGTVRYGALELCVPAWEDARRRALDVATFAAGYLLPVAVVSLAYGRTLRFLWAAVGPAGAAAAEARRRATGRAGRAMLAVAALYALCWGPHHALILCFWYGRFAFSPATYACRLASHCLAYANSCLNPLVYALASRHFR
# OXTR ag – human OXTR agonists, primary screen, fluorescence, CHO-OTR cells, Fluo-8 calcium | Fluo-8 calcium fluorescence; normalized: DMSO 0%, oxytocin 100% | activation, % at 3 µM | 320,000 compounds, 0.32% hits | AID 2435, 2010;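 active means activation above the mean of all tested compounds plus 3 SD, cutoff set per screening run, cut at about 20% in these data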;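 further: peak over basal fluorescence ratio from a 100 s FLIPR kinetic read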
# Target sequence (P30559 whole entry, looked up): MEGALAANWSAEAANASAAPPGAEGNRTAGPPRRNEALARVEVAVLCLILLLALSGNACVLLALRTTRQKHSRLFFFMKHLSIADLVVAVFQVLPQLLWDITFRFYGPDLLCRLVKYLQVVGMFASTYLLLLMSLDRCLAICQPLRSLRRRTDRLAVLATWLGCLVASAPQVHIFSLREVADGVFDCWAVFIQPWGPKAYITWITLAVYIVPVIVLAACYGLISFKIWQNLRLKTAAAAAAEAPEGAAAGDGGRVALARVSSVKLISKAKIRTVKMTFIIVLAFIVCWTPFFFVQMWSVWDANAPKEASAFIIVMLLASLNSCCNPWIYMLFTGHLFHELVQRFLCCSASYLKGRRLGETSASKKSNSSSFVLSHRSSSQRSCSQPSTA
# M18AAP inhibitor – PfM18AAP inhibitors, malaria aminopeptidase, primary screen, biochemical, QFRET, recombinant enzyme | M18 aspartyl aminopeptidase (Plasmodium falciparum 3D7) | H-Glu-NHMec fluorogenic cleavage | inhibition, % at 7.35 µM | 290,000 compounds, 1.2% hits | AID 1822, 2009;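 active means inhibition above the campaign mean inhibition over all tested compounds plus 3 SD, cut at about 28% in these data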;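 further: 0% = plate median of test compound wells and 100% = 2 mM ZnCl2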
# OXTR potentiate – human OXTR potentiators, primary screen, fluorescence, CHO-OTR cells, Fluo-8 calcium | Oxytocin receptor (Homo sapiens), P30559 | Fluo-8 calcium fluorescence, potentiator mode; 0% = oxytocin EC15, 100% = EC100 | activation, % at 3 µM | 320,000 compounds, 0.061% hits | AID 2445, 2010;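 active means activation above that plate's cutoff, the mean activation of tested compounds plus 3 SD, cut at about 6.6% in these data, passing the limit was not always enough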;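 further: 100% uses oxytocin at 75 nM as the full agonist control; some results filed as inactive read as strong as hits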
#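 System: human OTR in CHO cells; Also added: sub-maximal oxytocin, roughly EC15; Timing: compound 6 min at room temperature before oxytocin, 100 s read; Technique: Fluo-8 intracellular calcium fluorescence, ex 470-495, em 515-575 nm; Controls: oxytocin EC15 low and EC100 high; Replication: singlicate.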
# * = called active by the depositor; . = not tested or not shown; [ ] = another dose, or the depositor's remark. Rows were taken by chance. About 4.1% of those tested had a hit in this group.
SMILES,V1R ag counter,GPR7 antag,MEKK2 mut-MEK5,MEKK2wt PB1 HTS,NALP1 inh,GalR3 antagonist,OXTR ag,M18AAP inhibitor,OXTR potentiate
Nc1nc(CCOc2ccc(F)cc2)cs1,.,11.1,3.0,99.0,25.2,-4.0,.,2.9,.
C[n+]1nc(Nc2ccccc2)sc1-c1ccc(O)cc1,3.2,-5.3,-9.0,96.0,31.9,-7.2,3.1,-2.7,-12.2
Cc1ccc2c(c1)-n1c(nc3ccc(C)cc3c1=O)C(Cc1ccc(O)cc1)NC2=O (stereo not drawn),3.0,.,.,.,.,-1.4,3.3,.,-3.7
O=C(O)CCC(=O)Nc1ccccc1C(=O)NC1CCCCC1,-0.5,-13.4,18.0,106.0,8.6,0.0,-0.5,-0.1,-10.7
Cc1nn2c(C)c(C(=O)Nc3ccccc3)cnc2c1C#N,4.3,-3.0,3.0,101.0,5.4,2.5,2.7,21.2,-12.4
CCOC(=O)CC1C(=O)NCCN1S(=O)(=O)c1ccccc1 (stereo not drawn),0.2,-10.7,11.0,108.0,-12.2,-0.6,0.1,-0.2,4.1
COc1ccc(/C=N/NC(=O)c2cccc(NC(C)=O)c2)c(C(=O)O)c1OC,0.7,-15.4,-4.0,93.0,-6.6,-3.4,-0.1,-1.5,-16.3
O=C(CCSc1nc(-c2ccco2)cc(C(F)(F)F)n1)N1CCN(c2ccccc2)CC1,0.3,-21.9,-10.0,86.0,7.8,-0.6,-1.1,-1.0,-3.3
COc1cc(CN2CCC(n3nccc3NC(=O)CCCc3ccccc3)CC2)ccc1O,1.1,-1.8,22.0,126.0,9.3,-3.1,0.1,0.5,-1.3
Cc1cc(Nc2ccccc2)n(CCC#N)n1,0.6,-4.8,8.0,103.0,20.7,-0.4,0.7,6.6,-8.8
CC1(C)Cc2c(sc3nc4n(-c5ccccc5)cnn4c(=O)c23)CO1,0.1,-12.9,-20.0,97.0,-14.9,-4.2,0.9,-0.5,-12.9
COc1ccc(NC(=O)c2c(C)nn(Cc3ccccc3)c2Cl)cc1S(=O)(=O)N1CCOCC1,3.5,-12.4,0.0,105.0,-2.8,-7.5,3.5,-12.4,-6.3
Cc1cc2c(cc1S(=O)(=O)N1CCN(c3ccccc3F)CC1)OCC(=O)N2,0.1,-16.9,0.0,100.0,4.6,0.0,-0.5,-3.1,-8.3
CCCCCCCOC(=O)C1=C(C)Nc2ncnn2C1c1cccs1 (stereo not drawn),-0.2,-3.0,2.0,97.0,-2.0,-7.4,-0.4,6.0,-15.7
Cc1cc(N2CCOCC2)nc(N)n1,1.9,9.9,-4.0,102.0,-3.8,-1.0,1.7,1.7,-5.4
CCOc1ccc(NC(=S)N(CCc2c(C)[nH]c3ccccc23)Cc2ccco2)cc1,0.7,-4.1,-4.0,103.0,18.6,-1.7,-0.7,2.6,-7.3
O=C(O)Cc1ccc(NCc2ccccc2Cl)cc1,0.1,-9.8,-4.0,96.0,4.3,-1.1,1.6,4.5,-14.1
COc1ccc(OCC(=O)N2CCN(C(=O)c3cccc(F)c3)CC2)cc1,0.3,9.7,13.0,106.0,21.9,1.3,0.7,-8.7,-0.3
O=C(/C=C/c1ccc([N+](=O)[O-])cc1)OCC(=O)N1CCCCCC1,4.3,.,.,.,.,-4.9,2.8,.,-0.6
COC(=O)c1ccc(Cn2cc(Cl)cn2)cc1,-0.3,-17.3,3.0,103.0,-5.5,-1.9,-1.4,-0.8,-18.4

# Complete entries, quoted from the list. Order of values: V1R ag counter | GPR7 antag | MEKK2 mut-MEK5 | MEKK2wt PB1 HTS | NALP1 inh | GalR3 antagonist | OXTR ag | M18AAP inhibitor | OXTR potentiate
# COc1ccc(/C=N/NC(=O)c2cccc(NC(C)=O)c2)c(C(=O)O)c1OC across the screens: 0.7 | -15.4 | -4.0 | 93.0 | -6.6 | -3.4 | -0.1 | -1.5 | -16.3
# Cc1nn2c(C)c(C(=O)Nc3ccccc3)cnc2c1C#N across the screens: 4.3 | -3.0 | 3.0 | 101.0 | 5.4 | 2.5 | 2.7 | 21.2 | -12.4
# O=C(CCSc1nc(-c2ccco2)cc(C(F)(F)F)n1)N1CCN(c2ccccc2)CC1 across the screens: 0.3 | -21.9 | -10.0 | 86.0 | 7.8 | -0.6 | -1.1 | -1.0 | -3.3
# Nc1nc(CCOc2ccc(F)cc2)cs1 across the screens: . | 11.1 | 3.0 | 99.0 | 25.2 | -4.0 | . | 2.9 | .
# O=C(O)Cc1ccc(NCc2ccccc2Cl)cc1 across the screens: 0.1 | -9.8 | -4.0 | 96.0 | 4.3 | -1.1 | 1.6 | 4.5 | -14.1

# Next section
SMILES,V1R ag counter,GPR7 antag,MEKK2 mut-MEK5,MEKK2wt PB1 HTS,NALP1 inh,GalR3 antagonist,OXTR ag,M18AAP inhibitor,OXTR potentiate
CCOC(=O)Cc1csc(NC(=S)NC(=O)c2cc(OC)cc(OC)c2)n1,0.7,-6.1,2.0,98.0,-4.3,-4.2,1.0,-3.6,-0.9
COc1cc(C(c2oc(CO)cc(=O)c2O)c2oc(CO)cc(=O)c2O)cc(OC)c1OC,0.4,1.4,-12.0,97.0,6.7,-6.1,0.7,8.8,-12.7
CCN1CCC(NC(=O)Nc2ccc(F)cc2F)CC1,0.4,-1.8,-10.0,85.0,9.0,0.1,-1.2,2.7,-12.7
CC(C)Cc1cc(C(=O)O)n[nH]1,0.6,-2.8,-6.0,96.0,23.7,-3.7,2.0,-10.3,-7.9
CC(C)CC(=O)Nc1ccc(C(=O)NNC(=O)C(c2ccccc2)c2ccccc2)cc1,0.8,7.1,1.0,99.0,16.3,-8.1,0.2,-11.9,-10.3
CC1=C(C(=O)Nc2cc(C)ccn2)C(c2cnn(C)c2)C2=C(CC(c3ccccc3)CC2=O)N1 (stereo not drawn),-0.2,2.3,-2.0,98.0,23.9,-2.0,-1.0,-8.6,-3.1
Cc1ccc(/C=C/C(=O)Nc2ccc(O)c3c(=O)cc(-c4ccccc4Cl)oc23)cc1,3.0,.,-14.0,88.0,16.9,4.0,-0.5,.,-2.6
CCNC(=O)NC(=O)CSc1ccc(S(=O)(=O)N2CCOCC2)cn1,0.4,.,.,.,.,-7.4,0.5,.,-6.1
Cc1cc(CO)nn1-c1ccc([N+](=O)[O-])cc1,0.2,-7.1,7.0,100.0,1.6,-5.9,-0.6,-0.9,3.8
O=C(CCCN1C(=O)c2cccc3cccc(c23)C1=O)Nc1nccs1,0.4,-3.5,-4.0,96.0,.,-4.1,0.5,-1.7,-3.5
CC(C)C[C@H](NC(=O)c1[nH]cnc1C(=O)N[C@@H](C)c1ccccc1)C(=O)OCc1ccccc1,1.3,.,1.0,1.0*[inhibitor],.,.,0.4,.,-10.2
O=C(Cn1cc([N+](=O)[O-])cn1)N1CCN(c2ccccc2)CC1,1.4,-3.0,3.0,103.0,9.7,-10.0,0.3,5.3,-4.3
CCOC(=O)CSc1nnc(NC(=O)c2cccc(S(=O)(=O)N3CCCC3)c2)s1,0.3,10.3,2.0,103.0,6.6,-3.7,0.1,12.6,-4.5
O=C(OCC(=O)N1CCc2ccccc21)c1ccccc1F,-0.2,4.9,12.0,100.0,6.0,-8.9,-0.4,-1.1,0.8
COC(=O)c1ccc(C(=O)OC)c(NC(=O)COC(=O)C2CCCCC2)c1,-0.2,-1.7,3.0,103.0,52.9,-3.1,0.1,-16.0,-1.4
Cc1cccc(NC(=S)N2CCC(c3nc4ccccc4o3)CC2)c1,0.3,-6.6,3.0,103.0,-2.6,-2.7,0.8,1.0,-11.6
Cc1ccc(C2=NC3(CCCC3)N=C2SCC(=O)Nc2ccc3c(c2)OCCO3)cc1,-1.9,-20.0,-5.0,96.0,25.0,1.6,-2.0,3.8,-0.2
CC1=C(C(=O)NCCCOC(C)C)C2(CCC(C)CC2)OC1=O (stereo not drawn),0.9,-3.5,3.0,109.0,7.3,.,0.1,-4.5,-6.2
Cc1c(NC(=O)Nc2cccc(Cl)c2Cl)c(=O)n(-c2ccccc2)n1C,-0.7,-16.6,0.0,99.0,15.7,-2.5,-0.8,-3.7,1.2
O=C(Oc1cccc(N2C(=O)CCC2=O)c1)C1CC(=O)N(c2ccc(F)cc2)C1 (stereo not drawn),0.1,-7.5,2.0,99.0,23.0,-0.2,0.1,3.3,-2.2
O=C(NN(CC(O)COc1ccccc1)CC(O)COc1ccccc1)c1ccccc1 (stereo not drawn),1.0,6.3,1.0,99.0,14.9,1.1,-0.7,-8.2,-3.3
COc1ccc(OC)c(C2=NOC(C(=O)NCc3ccccn3)C2)c1 (stereo not drawn),-0.2,5.7,.,.,-7.4,-4.4,-0.7,-1.0,-2.2
CCN(c1ccccc1)S(=O)(=O)c1cc2c3c(c1)CCN3C(=O)CC2,0.4,.,.,.,.,-4.2,-1.2,.,-11.6
CCOC(=O)C1=C(C)OC(N)=C(C#N)C1C1CCCCC1 (stereo not drawn),-1.9,-2.9,4.0,99.0,-21.7,-6.6,-2.1,-0.9,5.5
CN(Cc1ccccc1)C(=O)c1ccc(NC(=O)Cc2cccc(NC(=O)C3CCCN(C(=O)C4CCCCC4)C3)c2)cc1 (stereo not drawn),2.4,.,.,.,.,-7.6,0.2,.,-7.1
CCOc1ccc(NS(=O)(=O)c2cc(C(=O)NCCCN3CCCC3=O)ccc2C)cc1,0.6,.,.,.,.,-1.9,1.8,.,3.9
C=CCn1c(SCC(=O)Nc2ccc(C(=O)OCC)cc2)nnc1-c1cccs1,2.1,-7.5,10.0,111.0,9.5,-4.9,-1.6,-12.7,-11.2
O=C(COC(=O)COc1ccccc1F)NCCc1ccc(F)cc1,-0.3,.,.,.,.,-8.8,0.1,.,-3.5
N/C(CC(=O)NC1CCCCC1)=N\OCC(=O)Nc1ccc(Cl)c(Cl)c1,10.2,-8.5,-8.0,99.0,.,-1.7,7.1,1.2,-15.8
Cc1ccccc1CN1CCC(n2nccc2NC(=O)CCOc2ccccc2)CC1,4.9,5.6,0.0,106.0,-7.4,-10.6,1.1,6.2,-6.6

# Screening data deposited in PubChem by several laboratories.
